High-throughput results (PubChem BioAssay)
SW480 rereplic: inducers of DNA re-replication in SW480 colon cancer cells; SW480 DNA re-replication, Hoechst DNA content imaging, 48 h; 340,000 compounds, 1.8% hits; Potency, µM (highest dose often 46.1 µM), for inactives: at the highest dose re-replication activation, most hits filed as activators; further: potency means the concentration at half of the fitted maximal effect; % of control where 0% means no effect; nearly all actives have a fitted effect of over 55% in size
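Quantitative HTS format with DMSO vehicle controls; 48 hr drug incubation at 37 C, then 40 min Hoechst staining and scanning imager measurement at 405 nm excitation.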
KB-V1 cytotox: kills drug-selected multidrug resistant KB-V1 cells. KB-V1 MDR cells viability, CellTiter-Glo, 72 h. Potency, µM (highest dose often 46.1 µM), for the others: at the highest dose activity change, negative = cytotoxicity, usual class: cytotoxic. 400,000 compounds, 3.4% hits. AID 1347076; further: potency means the concentration at half of the fitted maximal effect; on the % scale 0 is the no-effect control and ±100 the full control effect; nearly all actives have a fitted effect of over 60% in size
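Readout: CellTiter-Glo luminescence, 10 min after addition. Cells: KB-V1 MDR subline, 72 h at 37 degrees C with compound. Analysis: corrected, normalized data fitted to concentration-effect curves.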
IL1B secr inh: inflammasome signaling inhibition, IL-1 beta readout | THP-1 LPS/ATP IL-1B secretion, AlphaLISA, 16 h; hits give low values | activity change, % at 57.5 µM | 360,000 compounds, 4.7% hits; in the data active means activity change below about -50%; inconclusive means mostly about -30% to -49%; further: on the % scale 0 is the no-effect control and ±100 the full control effect
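Secreted IL-1B measured by AlphaLISA bead assay after 16 h compound exposure of THP-1 cells; compounds (final up to 57.5 uM) added 1 h before LPS (250 ng/mL) and ATP (1.25 mM) stimulation; lower signal means less secretion.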
ATXN2 expr inh: ATXN2 expression inhibition. HEK-293 ATXN2-luciferase reporter, luminescence, 24 h. Potency, µM (titrated, usually from 57 µM), for the others: at the top dose activity change, negative = inhibition, hits mostly inhibitors. 360,000 compounds, 0.72% hits; further: potency means the concentration at half of the fitted maximal effect; on the % scale 0 is the no-effect control and ±100 the full control effect; nearly all actives have a fitted effect of over 55% in size
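qHTS (up to 57 uM final) was run with 24 h compound exposure of reporter cells at 37 °C. Each well was multiplexed: SteadyGlo luminescence measured ATXN2-luciferase expression after a fluorogenic Gly-Phe-AFC viability readout (25 uM final).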
HT1080 IDH1KD tx: HT-1080 IDH1 knockdown cell toxicity (counter line) | AID 686971 | Potency, µM (top dose mostly 46.1 µM), without a hit: at the highest dose activity, negative = toxicity, most hits filed as cytotoxic | 360,000 compounds, 2% hits | HT-1080 IDH1 knockdown viability, ATP luminescence, 48 h;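 further: potency means the concentration at half of the fitted maximal effect; 0% = DMSO wells and -100% = cell-free medium wells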
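Viability of IDH1-knockdown HT-1080 fibrosarcoma cells was assessed by CellTiter-Glo after 48 h at 37 °C with titrated compound; concentration-effect curves were classified by fit quality and response size.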
ATXN viability: viability counter-screen for ATXN expression inhibitors. S2 cells (HEK-293 line with an ATXN2-luciferase reporter) viability, CellTiter-Fluor protease fluorescence, 24 h. Potency, µM (series often up to 56.7 µM), most hits filed as cytotoxic. 400,000 compounds, 0.49% hits. AID 651635; further: potency means the concentration at half of the fitted maximal effect; nearly all actives have a fitted effect of over 40% in size
KB-3-1 cytotox: KB-3-1 parental cell cytotoxicity. KB-3-1 viability, CellTiter-Glo ATP luminescence, 72 h. 400,000 compounds, 1.4% hits. Potency, µM (top dose mostly 46.1 µM), without a hit: top-dose activity change, negative = cytotoxic, most hits filed as cytotoxic; further: potency means the concentration at half of the fitted maximal effect; on the % scale 0 is the no-effect control and ±100 the full control effect; nearly all actives have a fitted effect of over 60% in size
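Cytotoxicity measured as CellTiter-Glo luminescence after 72 h at 37 C. Compound titrations were pinned onto drug-naive KB-3-1 parental adenocarcinoma cells grown in DMEM with 10% FBS, and normalized data fitted to concentration-response curves.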
MCF10A rereplic: DNA re-replication induction in MCF 10a cells. AID 624296. MCF 10A DNA re-replication, Hoechst nuclear intensity, 48 h. Potency, µM (titrated, usually from 46.1 µM), without a hit: top-dose activity, positive = re-replication, actives largely listed as activators. 350,000 compounds, 2.9% hits; further: potency means the concentration at half of the fitted maximal effect; % of control where 0% means no effect; nearly all actives have a fitted effect of over 50% in size
HT1080NT lethal: kills 2HG-producing HT-1080-NT fibrosarcoma cells; Potency, µM (doses to about 46.1 µM), for the others: at the top dose activity, negative = less viability, usual class: cytotoxic; HT-1080-NT fibrosarcoma viability, CellTiter-Glo ATP luminescence, 48 h; AID 686970; 360,000 compounds, 1.6% hits;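 further: NT is the 2HG producing partner of a matched IDH1 knockdown line; potency means the concentration at half of the fitted maximal effect; 0% = DMSO-treated cells and -100% = media-only wells without cells; nearly all actives have a fitted effect of over 55% in size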
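A 48-hour cytotoxicity screen used HT-1080-NT cells plated 2 hours before compound delivery. ATP-based CellTiter-Glo luminescence measured viability, normalized to DMSO and no-cell controls.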
Numbers without * were called inactive; [ ] = dose if it differs, or a comment. Unless noted, the call rests on the fitted dose curve; in most records, active means well fitted curve in the direction sought with a large enough effect; inconclusive means small, poorly fitted or top-dose-only effect, or another doubt; inactive means no such curve, though single readings can be large; an effect the other way counts as inactive or inconclusive.

How did NS(=O)(=O)c1ccc(CCNC(=O)c2cc(-c3cc(Cl)ccc3O)n[nH]2)cc1 do in these assays?
SW480 rereplic: inconclusive; KB-V1 cytotox: 3%; IL1B secr inh: -14; ATXN2 expr inh: -23%; HT1080 IDH1KD tx: inconclusive; ATXN viability: inactive; KB-3-1 cytotox: -5%; MCF10A rereplic: 14%; HT1080NT lethal: -23%

How did COc1ccc(/C=C2\SC(=S)N(CC(=O)NC3CCS(=O)(=O)C3)C2=O)cc1 (configuration not stated) do in these assays?
SW480 rereplic: inconclusive; KB-V1 cytotox: 0%; IL1B secr inh: 26; ATXN2 expr inh: -25%; HT1080 IDH1KD tx: -2%; ATXN viability: inactive; KB-3-1 cytotox: 3%; MCF10A rereplic: 8%; HT1080NT lethal: -1%

What do the screens show for `CCCN1C[C@@H](C)[C@@H](OC)CN(C)C(=O)c2ccc(NC(=O)c3cccc(F)c3)cc2OC[C@H]1C`?
KB-V1 cytotox: -6%; IL1B secr inh: 17; HT1080 IDH1KD tx: 5%; KB-3-1 cytotox: -1%; HT1080NT lethal: 11%

How did CCN(C[C@H]1N[C@@](C)(C(=O)OC)[C@H]2C(=O)N(C)C(=O)[C@@H]12)C(=O)Nc1ccc(OC)cc1 do in these assays?
SW480 rereplic: -10%; KB-V1 cytotox: -2%; IL1B secr inh: 0; ATXN2 expr inh: 0%; HT1080 IDH1KD tx: -7%; ATXN viability: inactive; KB-3-1 cytotox: 0%; MCF10A rereplic: 3%; HT1080NT lethal: -3%

Results for COc1cc(S(=O)(=O)N2CCOCC2)ccc1NC(=O)CSc1nnc(N)s1 ?
SW480 rereplic: -1%; KB-V1 cytotox: 8%; IL1B secr inh: 15; ATXN2 expr inh: -2%; HT1080 IDH1KD tx: 6%; ATXN viability: inactive; KB-3-1 cytotox: 8%; MCF10A rereplic: -2%; HT1080NT lethal: 6%

What do the screens show for `COC(=O)c1[nH]c2cccc(C)c2c1NC(=O)CN1CCN(C(=O)c2ccco2)CC1`?
SW480 rereplic: -9%; KB-V1 cytotox: -21%; IL1B secr inh: -16; ATXN2 expr inh: 4%; HT1080 IDH1KD tx: -5%[9.24 µM]; ATXN viability: inactive; KB-3-1 cytotox: 6%; MCF10A rereplic: 1%; HT1080NT lethal: -7%

How did CCOCCOCCC(C(=O)OCC)P(=O)(c1ccccc1)c1ccccc1 (configuration not stated) do in these assays?
SW480 rereplic: -5%; KB-V1 cytotox: 5%; IL1B secr inh: 8; ATXN2 expr inh: -4%; HT1080 IDH1KD tx: 4%; ATXN viability: inactive; KB-3-1 cytotox: 13%; MCF10A rereplic: 7%; HT1080NT lethal: 6%

Results for Cc1ccccc1Nc1nc(N)nc(COC(=O)[C@@H](NC(=O)c2ccco2)C(C)C)n1 ?
SW480 rereplic: 1%; KB-V1 cytotox: 3%; IL1B secr inh: 32; ATXN2 expr inh: 0%; HT1080 IDH1KD tx: -13%; ATXN viability: inactive; KB-3-1 cytotox: -1%; MCF10A rereplic: -6%; HT1080NT lethal: -21%

Results for O=C(NCC(=O)N(c1cccnc1)C(C(=O)NCc1ccco1)c1ccccc1)c1ccco1 (configuration not stated) ?
SW480 rereplic: 0%; KB-V1 cytotox: 12%; IL1B secr inh: 21; ATXN2 expr inh: 3%; HT1080 IDH1KD tx: 11%; ATXN viability: inactive; KB-3-1 cytotox: 0%; MCF10A rereplic: 2%; HT1080NT lethal: 13%

Results for CC(C)(C)C(=O)/C=C1\SCC(=O)N1CC(=O)N1CCN(c2ccccc2)CC1 ?
SW480 rereplic: -11%; KB-V1 cytotox: inconclusive; IL1B secr inh: -6; ATXN2 expr inh: -17%; HT1080 IDH1KD tx: 0%; ATXN viability: inactive; KB-3-1 cytotox: 4%; MCF10A rereplic: -3%; HT1080NT lethal: 5%

What do the screens show for `COC(=O)c1ccc(Oc2nc(NC(C)C)nc(NC(C)C)n2)cc1`?
SW480 rereplic: -6%; KB-V1 cytotox: 22%; IL1B secr inh: 25; ATXN2 expr inh: 10%; HT1080 IDH1KD tx: 14%; ATXN viability: inconclusive; KB-3-1 cytotox: 1%; MCF10A rereplic: 12%; HT1080NT lethal: 8%

What do the screens show for `O=C(Oc1ccc(C(=S)N2CCOCC2)cc1)c1cccc([N+](=O)[O-])c1`?
SW480 rereplic: -7%; KB-V1 cytotox: 0%; IL1B secr inh: 9; HT1080 IDH1KD tx: 1%; ATXN viability: inactive; KB-3-1 cytotox: 0%; MCF10A rereplic: 6%; HT1080NT lethal: 3%

Results for COc1ccccc1NC(=O)C1=C(C)Nc2ncnn2C1c1cccs1 (configuration not stated) ?
SW480 rereplic: -6%; KB-V1 cytotox: -4%; IL1B secr inh: -9; ATXN2 expr inh: -4%; HT1080 IDH1KD tx: 1%; ATXN viability: inactive; KB-3-1 cytotox: -2%; MCF10A rereplic: 2%; HT1080NT lethal: -1%

Results for C/C(=N\NC(=S)NC1CCCCC1)c1cccc(Br)c1 ?
SW480 rereplic: -3%; KB-V1 cytotox: 5%; IL1B secr inh: -2; ATXN2 expr inh: 11%; HT1080 IDH1KD tx: 18%; ATXN viability: inactive; KB-3-1 cytotox: -4%; MCF10A rereplic: inconclusive; HT1080NT lethal: 20%

What do the screens show for `CCOc1ncccc1C(=O)Nc1ccc(C)c(S(=O)(=O)N2CCCCCC2)c1`?
SW480 rereplic: -15%; KB-V1 cytotox: inconclusive; IL1B secr inh: -4; ATXN2 expr inh: -39%; HT1080 IDH1KD tx: -18%; ATXN viability: inactive; KB-3-1 cytotox: inconclusive; MCF10A rereplic: 9.2µM*; HT1080NT lethal: -9%[9.24 µM]

How did CCCCC1(C)OC(=O)C(=Cc2ccc(SC)cc2)C(=O)O1 (configuration not stated) do in these assays?
SW480 rereplic: -1%; KB-V1 cytotox: -10%; IL1B secr inh: 15; ATXN2 expr inh: -22%[11.3 µM]; HT1080 IDH1KD tx: 11%; ATXN viability: inactive; KB-3-1 cytotox: 6%; MCF10A rereplic: -2%; HT1080NT lethal: 14%

What do the screens show for `Cc1occc1C(=O)NCc1ccc2c(c1)OCO2`?
SW480 rereplic: -4%; KB-V1 cytotox: 24%; IL1B secr inh: 22; ATXN2 expr inh: 1%; HT1080 IDH1KD tx: 4%; ATXN viability: inactive; KB-3-1 cytotox: -1%; MCF10A rereplic: 5%; HT1080NT lethal: 7%

Results for COc1ccc(OCCSc2ncccn2)cc1 ?
SW480 rereplic: -11%; KB-V1 cytotox: -28%; IL1B secr inh: -23; ATXN2 expr inh: 27%; HT1080 IDH1KD tx: -3%; ATXN viability: inactive; KB-3-1 cytotox: -20%; MCF10A rereplic: 5%; HT1080NT lethal: 0%

What do the screens show for `COc1ccc(Cl)cc1NS(=O)(=O)c1cccc(C(=O)NC2CC2)c1`?
SW480 rereplic: -5%; KB-V1 cytotox: 18µM*; IL1B secr inh: -6; ATXN2 expr inh: 6%; HT1080 IDH1KD tx: -4%; ATXN viability: inactive; KB-3-1 cytotox: -10%; MCF10A rereplic: -5%; HT1080NT lethal: -4%

Results for O=C(Cc1cccs1)N1CCN(C(=O)C2CCCO2)CC1 (configuration not stated) ?
SW480 rereplic: -3%; KB-V1 cytotox: 28%; IL1B secr inh: 10; ATXN2 expr inh: 4%; HT1080 IDH1KD tx: -14%; ATXN viability: inactive; KB-3-1 cytotox: 24%; MCF10A rereplic: 5%; HT1080NT lethal: 21%

How did CC1(C)Cc2sc3c(=O)[nH]c(=S)[nH]c3c2CO1 do in these assays?
SW480 rereplic: -4%; KB-V1 cytotox: 9%; IL1B secr inh: -9; HT1080 IDH1KD tx: 0%; ATXN viability: inactive; KB-3-1 cytotox: -1%; MCF10A rereplic: -3%; HT1080NT lethal: 11%

Results for CCN(CC)CCCNC(=O)C1c2ccccc2C(=O)N(CCOC)C1c1ccc(F)cc1 (configuration not stated) ?
SW480 rereplic: -2%; KB-V1 cytotox: 5%; IL1B secr inh: -15; ATXN2 expr inh: -12%; HT1080 IDH1KD tx: 13%; ATXN viability: inactive; KB-3-1 cytotox: 11%; MCF10A rereplic: -1%; HT1080NT lethal: 24%

How did COc1ccc(C(=O)NC2CCN(S(=O)(=O)c3ccccc3)CC2)cc1 do in these assays?
SW480 rereplic: -2%; KB-V1 cytotox: 5%; IL1B secr inh: 12; ATXN2 expr inh: 4%; HT1080 IDH1KD tx: 2%; ATXN viability: inactive; KB-3-1 cytotox: 6%; MCF10A rereplic: -1%; HT1080NT lethal: 1%

How did COc1ccc(-c2nn(-c3ccc(F)cc3)c3c2cnc2cc4c(cc23)OCO4)cc1 do in these assays?
KB-V1 cytotox: 1%; ATXN2 expr inh: 12%; ATXN viability: inactive; KB-3-1 cytotox: 8%

Results for Cc1ccccc1Cn1nc(C)c(NC(=O)c2noc3c2CC(C(C)(C)C)CC3)c1C (configuration not stated) ?
SW480 rereplic: 3%; KB-V1 cytotox: -20%; IL1B secr inh: inconclusive; ATXN2 expr inh: -14%; HT1080 IDH1KD tx: inconclusive; ATXN viability: inactive; KB-3-1 cytotox: 2%; MCF10A rereplic: -4%; HT1080NT lethal: 6%[9.24 µM]

Results for CCOC(=O)C1=C(N)N(c2ccccc2Oc2ccccc2)C(=O)C1 ?
SW480 rereplic: -1%; KB-V1 cytotox: -10%; IL1B secr inh: 0; ATXN2 expr inh: 2%; HT1080 IDH1KD tx: 5%; ATXN viability: inactive; KB-3-1 cytotox: 2%; MCF10A rereplic: 2%; HT1080NT lethal: 2%

What do the screens show for `Cc1cc(OCc2cc(C(=O)NCc3csc(C(C)C)n3)no2)cc(C)c1Cl`?
SW480 rereplic: 9%; KB-V1 cytotox: -3%; IL1B secr inh: 0; ATXN2 expr inh: -5%; HT1080 IDH1KD tx: -1%; ATXN viability: inactive; KB-3-1 cytotox: -4%; MCF10A rereplic: 13%; HT1080NT lethal: 2%
